Ins promoter up: MIN6 insulin promoter up-regulation; MIN6 insulin promoter-GFP reporter, high-content imaging; stronger effect = higher value; z-score at 5 µM; 190,000 compounds, 0.3% hits; AID 1625;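 active = z-score above 3 at 5 µM with at least 500 cells counted in the well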
Hep lipid drop: hepatic lipid droplet formation modulation; AML12 mouse hepatocytes, oleate lipid droplets, BODIPY imaging; inhibition, % at 6.5 µM; 240,000 compounds, 0.4% hits;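 active = lipid droplet intensity inhibited by at least 50%, with more than 500 cells counted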
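Assay system: AML12 mouse liver cells | Compound: 6.5 µM single-point dosing | Schedule: Overnight exposure | Technique: Fluorescence imaging, 20x objective, two fields per well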
b-catenin transl: modulators of beta-catenin nuclear translocation | HeLa beta-catenin nuclear translocation, immunofluorescence imaging | nuclear translocation activity, % at 5 µM | 190,000 compounds, 0.3% hits | AID 1665;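 active = nuclear translocation activity above 50% at 5 µM, with a well cell count of 50 or more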;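 also: per-cell ratio of nuclear to cytoplasmic median beta-catenin stain intensity; plate controls were DMSO negative control for no effect and GSK-3 inhibitor IX positive control for full effect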
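Test system: human HeLa cells, endogenous beta-catenin. Times: 24 h compound exposure, 37°C. Measured by: beta-catenin immunofluorescence imaging with DAPI.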
Yfh1-depleted yeast: enhancers of respiration in Yfh1-depleted yeast, dose response, Friedreich's ataxia, plus single-dose screen (AID 1465); S. cerevisiae Yfh1-off respiration, WST-1 reduction, 72 h; higher fold induction means a stronger effect; fold induction at 50 µM; hits with a dose series show EC50 in µM; 220,000 compounds, 0.074% hits;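 active = fold induction of absorbance versus untreated yeast above a set limit, then at least 30% activation at any dose in follow-up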;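 also: activators that raise dye reduction in frataxin-depleted yeast; strong numbers were not always called active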
Dynein transport: dynein cargo transport inhibition; 220,000 compounds, 0.47% hits; z-score, hits read low; 3617.4 mouse cells, GR-EGFP nuclear translocation imaging; test concentration mostly 20 µM; stimulated with dexamethasone, 1 µM; stronger effect = lower value; AID 1381;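 active = plate z-score of nuclear minus cytoplasmic receptor signal below a set negative limit, without overly bright fluorescence or cell loss, cut at about -3.5 in these data, passing the limit was not always enough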;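 also: z-score of nuclear minus cytoplasmic ring GR-EGFP intensity difference per well; some compounds called inactive have numbers as strong as hits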
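Also added: dexamethasone, 1.0 µM final. Medium: tet-free, stripped-serum medium. Detection: fixed, Hoechst-stained cells imaged at 10x for EGFP. Read-out: nuclear-to-cytoplasmic GR-EGFP distribution per well. Times: induction 48 h, compound 1 h, agonist 30 min.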
WT yeast gro inh: growth inhibition of WT yeast, mitochondrial fusion screen | mitochondrial fusion phenotypic screen, WT strain | 190,000 compounds, 2.1% hits | inhibition, % at 10 µM; in the data active = inhibition above about 58%; tested in S. cerevisiae
MT stabilize HCS: microtubule stabilization, imaging screen | HeLa tubulin immunostaining HCS, 24 h; share of cells brighter than vehicle mean+2SD | 200,000 compounds, 0.83% hits | % tubulin-high responders, % at 10 µM;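 active = plate Z-score above 3 for both tubulin-high and condensed-nucleus cell shares, with cell loss under 80%, at 10 µM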;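 also: anti alpha tubulin signal scored within the nucleus-defined area of each cell; some results filed as inactive read as strong as hits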
HEK293 NOD2/NF-kB: inhibition of NOD2-driven NF-kB reporter – cell-based, luminescence, uHTS, HEK293 (AID 1566); HEK293 NOD2/NF-kB luciferase reporter, luminescence; higher % means a stronger effect; one-dose inhibition, % at 4 µM; EC50 in µM for titrated hits; 290,000 compounds, 0.63% hits; in the data active = inhibition above about 50%; also: many of its hits are not listed in these tables
Autophagy HCS: modulators of autophagy | MEF GFP-LC3 puncta imaging; test concentration mostly 10 µM | calls only at 10 µM (by protocol) | 190,000 compounds, 0.98% hits;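 active = percentage of spot-positive cells more than 3 SD above its plate mean, without a fluorescence outlier flag or 80% toxicity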;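 also: spot-positive cell cutoff set from DMSO-treated cells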
WT yeast gro inh mutant strain: recorded beside WT yeast gro inh, whose call it bears; inhibition, %; mitochondrial fusion phenotypic screen, mutant strain inhibition
Dynein transport cytoplasmic EGFP: recorded beside Dynein transport, whose call it bears; z-score; measured here: cytoplasmic GR-EGFP intensity; stronger effect = higher value
Dynein transport nuclear GR-EGFP: also measured in Dynein transport; calls as there; z-score; measured here: nuclear GR-EGFP intensity;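 lower value marks the stronger effect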
Dynein transport cell count: second read-out of Dynein transport, no call of its own (marks repeat the call); z-score; measured here: cell count per field
Ins promoter up cell count: also measured in Ins promoter up; calls as there; cell count; measured here: cytotoxicity, nuclei count;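 total cells summed across four imaged fields per well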
Hep lipid drop cells 6.5 µM: also measured in Hep lipid drop; calls as there; cell count; measured here: cell count, cytotoxicity flag;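 cells counted across two imaged fields per well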
b-catenin transl cell count 5 µM: further read-out of b-catenin transl, marked with its call; cell count; measured here: cell count, cytotoxicity flag
MT stabilize HCS Hoechst-high %: further read-out of MT stabilize HCS, marked with its call; % Hoechst-high responders; measured here: nuclear condensation Hoechst responders;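 share of cells brighter than vehicle mean plus two SD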
MT stabilize HCS cytotoxicity %: second read-out of MT stabilize HCS, no call of its own (marks repeat the call); toxicity, %; measured here: cytotoxicity by cell density;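 0% = mean cell density of plate MIN control wells and 100% = no cells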
Autophagy HCS cell loss 18 h: also measured in Autophagy HCS; calls as there; toxicity, %; measured here: cell loss, nuclei count;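 cell loss after 18 h compound exposure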
Numbers without * were called inactive; i = inactive; x = no result given; & = joins results of further samples.

structure,Ins promoter up,Ins promoter up cell count,Hep lipid drop,Hep lipid drop cells 6.5 µM,b-catenin transl,b-catenin transl cell count 5 µM,Yfh1-depleted yeast,Dynein transport,Dynein transport cytoplasmic EGFP,Dynein transport nuclear GR-EGFP,Dynein transport cell count,WT yeast gro inh,WT yeast gro inh mutant strain,MT stabilize HCS,MT stabilize HCS Hoechst-high %,MT stabilize HCS cytotoxicity %,HEK293 NOD2/NF-kB,Autophagy HCS,Autophagy HCS cell loss 18 h
CC(C)(C)c1cc(C(=O)N/N=C/c2ccc(O)cc2)n(-c2ccccc2)n1,0.4,1424,-8,589,-2.0,1143,i,-0.51,-0.27,-0.12,0.89,-13,-2,2.8,1.8,8.8,27%,i,-8
COc1ccc(OC)c(N2C(=O)CC(Cc3ccc(C)cc3)C2=O)c1 (stereo not drawn),0.05,1060,-9,730,3.9,1019,i,-0.032,-0.21,-0.026,1.1,-5,-20,4.2,2.2,4.3,10%,i,-1
CCN1C(=O)C(CC(=O)Nc2ccc(OC)cc2)N(CCc2ccc(OC)cc2)C1=S (stereo not drawn),-0.99,1112,-8,688,2.3,963,i,-0.48,-0.026,-0.22,0.9,13,3,4.3,1.9,6.6,-48%,i,1
C=CCc1cccc(C=Nc2cccn3cc(-c4ccccc4)nc23)c1O,-0.27,1354,3,646,-1.4,1170,i,-0.44,-0.3,-0.34,-0.14,8,17,1.9,1.7,3.1,-19%,i,-5
Cc1ccc(CN2C(=O)S/C(=C\c3ccccc3OCC(=O)O)C2=O)cc1,-0.8,1425,-5,730,1.3,945,i,-0.047,-0.1,0.5,-1.1,-3,-7,1.5,0.9,8.6,6%,i,-5
O=C(C1CCN(S(=O)(=O)c2cccnc2)CC1)N1CCCCC1,0.31,821,-3,758,x,x,i,0.25,-0.4,0.26,0.27,20,18,1.0,1.1,8.2,1%,i,-6
COc1ccc(CNC(=O)C2CCCN(S(=O)(=O)c3cnc[nH]3)C2)cc1 (stereo not drawn),0.85,1012,x,x,x,x,i,0.92,0.43,0.9,-1.5,5,2,2.2,3.8,4.1,4%,i,-9
Fc1ccc(C2=NOC(c3nnc(-c4ccccc4)o3)C2)cc1 (stereo not drawn),-0.4,945,8,743,-1.4,1383,i,0.37,-0.78,0.33,-0.67,x,x,x,x,x,-3%,x,x
S=C(c1ccc(-c2ccc(Br)cc2)o1)N1CCOCC1,0.06,1104,0,755,-0.5,1351,i,1.4,-0.19,1.1,-1.7,x,x,x,x,x,-106%,x,x
CS(=O)(=O)N(CC(=O)NC1CC1)C1CCCCC1,-0.17,1462,-4,677,x,x,i,-0.19,-0.29,-0.29,0.49,-12,-2,4.2,2.9,9.1,11%,i,-11
CCCc1c(C(=O)Nc2cc(C(C)(C)C)on2)cnn1-c1ccccc1,-0.21,1386,-3,717,-2.2,1138,i,0.46,-0.13,0.1,-0.095,x,x,x,x,x,12%,x,x
COc1ccc(S(=O)(=O)N2CCCC(C(=O)N3CCOCC3)C2)cc1C (stereo not drawn),x,x,2,734,x,x,i,0.21,-0.2,0.48,1.3,-4,-20,2.5,3.2,20,8%,i,2

structure,Ins promoter up,Ins promoter up cell count,Hep lipid drop,Hep lipid drop cells 6.5 µM,b-catenin transl,b-catenin transl cell count 5 µM,Yfh1-depleted yeast,Dynein transport,Dynein transport cytoplasmic EGFP,Dynein transport nuclear GR-EGFP,Dynein transport cell count,WT yeast gro inh,WT yeast gro inh mutant strain,MT stabilize HCS,MT stabilize HCS Hoechst-high %,MT stabilize HCS cytotoxicity %,HEK293 NOD2/NF-kB,Autophagy HCS,Autophagy HCS cell loss 18 h
CN1CCc2c(c3c(n2C)CCN(C)[C@@H]3c2cccnc2)[C@H]1c1cccnc1,1.6,1627,-10,550,-1.0&-0.8,1365&940,i,-1.5&0.052,-0.19&0.19,0.011&0.67,0.29&-0.15,4&-1,10&-9,2.3&4.8,1.6&1.7,1.8&4.0,-9%&-4%,i,18&-11
COC(=O)C1=C(C)NC(C)=C(C(=O)OC)C1C1CC=CCC1 (stereo not drawn),-0.02,1054,-4,725,-1.6,1147,i,0.96,-0.23,0.35,-0.29,8,3,2.4,1.6,2.9,6%,i,-3
O=C1C=C(NCCNc2c(F)c(F)c(CO)c(F)c2F)CCC1,x,x,-3,711,-1.2,1062,i,-0.39,-0.22,-0.21,0.94,-17,-21,3.3,1.5,6.7,11%,i,-5
Cc1cc(C(=O)COC(=O)c2ccc(O)cc2)c(C)n1-c1ccccc1F,-0.4,1586,11,705,-2.4,1099,i,0.87,-0.24,0.33,-0.33,5,-13,1.8,1.3,7.5,-18%,i,-2
CCOC(=O)c1c(NC(=O)CSc2nc3c(c(=O)n(C)c(=O)n3C)n2C(C)C)sc(C)c1C,-0.05,1291,10,643,x,x,i,-0.062,0.22,0.36,0.33,18,15,2.5,1.8,8.1,-1%,i,-4
Fc1ccc(C2C3=C(Nc4ncnn42)c2ccccc2OC3c2ccncc2)cc1 (stereo not drawn),-0.12,966,x,x,x,x,i,-0.25,0.14,-0.15,0.28,-8,-13,1.2,1.6,11,-9%,i,1
CCOc1cc(C(=O)OC(C)C(=O)Nc2ncc(Cl)cc2Cl)ccc1OCC(=O)N1CCOCC1 (stereo not drawn),0.52,1168,-12,565,x,x,i,1.8,-0.29,0.31,-0.45,12,9,3.0,3.1,0.3,6%,i,8
Cc1noc(C)c1CN(C(=S)NC(C)C)c1ccccc1,0.2,1494,-35,667,-3.0,1043,i,-0.22,-0.29,-0.11,0.33,5,-2,3.8,1.9,5.1,-8%,i,15
O=C(Nc1ccc(N2CCCC2)cc1)c1cccc(F)c1,-0.09,1214,-3,678,x,x,i,-0.54,-0.22,-0.099,0.75,16,14,43*,15*,37*,-170%,i,14
CN(C)c1cc2c(c(N(C)C)c1)C(=O)c1ccccc1C2=O,0.41,1228,x,x,0.9,1416,i,-0.82,-0.19,0.26,0.88,27,13,2.7,2.7,6.4,-39%,i,21
OCC1CCCN(C2CCN(Cc3nc(Cc4cccc(C(F)(F)F)c4)no3)CC2)C1 (stereo not drawn),x,x,-5,673,-0.6,1017,i,-0.72,-0.24,-0.1,1.1,-7,-1,3.0,1.3,8.5,-12%,i,1
Cc1cccc(C)c1NC(=O)CN,-0.09,1084,-18,663,-1.0,1272,i,-1,-0.8,-0.85,0.68,x,x,x,x,x,1%,x,x

structure,Ins promoter up,Ins promoter up cell count,Hep lipid drop,Hep lipid drop cells 6.5 µM,b-catenin transl,b-catenin transl cell count 5 µM,Yfh1-depleted yeast,Dynein transport,Dynein transport cytoplasmic EGFP,Dynein transport nuclear GR-EGFP,Dynein transport cell count,WT yeast gro inh,WT yeast gro inh mutant strain,MT stabilize HCS,MT stabilize HCS Hoechst-high %,MT stabilize HCS cytotoxicity %,HEK293 NOD2/NF-kB,Autophagy HCS,Autophagy HCS cell loss 18 h
COc1cc(CNCCc2ccccc2)ccc1OCC(N)=O,x,x,-4,462,-1.3,967,i,-0.099,-0.33,-0.32,0.26,2,-24,2.9,3.3,7.2,9%,i,16
O=C(CSc1ccc2nnc(-c3cccnc3)n2n1)NCc1ccco1,2.1,790,x,x,x,x,i,-0.56,-0.27,-0.32,0.4,-14,-6,5.7,2.4,8.8,1%,i,2
c1cc2c3c(cccc3c1)C(N1CCOCC1)=N2,0.33,1057,23,762,0.3,1245,i,0.67,-0.21,0.19,-0.19,x,x,x,x,x,5%,x,x
CCCn1c(C)cc(C(=O)CSc2nc3nc(C)cc(C)n3n2)c1C,-0.13,1249,-7,653,-1.4,542,i,-0.4,-0.26,-0.21,1,-19,-11,2.1,2.1,3.6,18%,i,15
CCCC(=O)NC(c1ccco1)c1cc([N+](=O)[O-])c2cccnc2c1O (stereo not drawn),-0.44,1278,0,660,-0.4,1044,55µM*,-0.33,-0.3,-0.34,0.63,-27,-14,3.1,2.6,7.6,37%,i,1

A portion of the library, so the mix of outcomes need not match the whole.
